M. tuberculosis GlmU: inhibition of mycobacterial GlmU enzyme – biochemical, glucosamine-1-phosphate acetyltransferase (AID 1376); Bifunctional protein GlmU (Mycobacterium tuberculosis (strain ATCC 25618 / H37Rv)); M. tuberculosis GlmU acetyltransferase enzyme assay; higher % means a stronger effect; inhibition, %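 (tested at 30 µM in the primary screen)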, or IC50 in µM where a hit was titrated; hit rate 0.25% among 220,000; in the data active means inhibition above about 13%;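 further: 0% = complete reaction with vehicle and 100% = reaction without substrate; strong numbers were not always called active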
Mtb RmlCD inh: M. tuberculosis RmlC/RmlD coupled enzyme inhibitors, primary screen, biochemical, compound mixtures, 384-well, from 1536-well plates | dTDP-4-dehydrorhamnose reductase (Mycobacterium tuberculosis (strain ATCC 25618 / H37Rv)) … | RmlC+RmlD coupled enzyme assay, percent inhibition; primary screen in compound mixtures | inhibition, % at 3.6 µM | hit rate 0.03% among 160,000 | AID 1533, 2009; in the data active means inhibition mostly above about 34%, no sharp cut-off; further: some results filed as inactive read as strong as hits
Target sequence (P9WH09 whole entry, looked up): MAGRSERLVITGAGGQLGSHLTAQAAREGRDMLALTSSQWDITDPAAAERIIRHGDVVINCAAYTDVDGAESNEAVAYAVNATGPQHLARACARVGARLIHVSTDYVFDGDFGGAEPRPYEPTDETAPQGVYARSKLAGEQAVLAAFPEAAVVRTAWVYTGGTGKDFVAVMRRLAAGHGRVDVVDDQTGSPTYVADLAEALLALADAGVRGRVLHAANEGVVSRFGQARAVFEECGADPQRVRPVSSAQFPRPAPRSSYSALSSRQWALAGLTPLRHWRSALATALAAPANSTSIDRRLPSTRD
Target sequence (P9WH11 whole entry, looked up): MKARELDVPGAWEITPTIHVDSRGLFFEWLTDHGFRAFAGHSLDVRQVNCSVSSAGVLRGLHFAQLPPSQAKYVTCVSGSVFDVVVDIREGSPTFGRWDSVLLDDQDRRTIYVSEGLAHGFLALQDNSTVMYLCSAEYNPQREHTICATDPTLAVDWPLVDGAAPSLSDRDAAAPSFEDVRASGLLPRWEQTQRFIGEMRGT
An asterisk follows results filed as active; / = no result given. A portion of the library (hit frequency here may not be typical).

The line under a structure holds: M. tuberculosis GlmU, Mtb RmlCD inh
> Cc1ccc(OCC(=O)NNC(=O)c2ccoc2C)c(Br)c1
 : 0.3%, -1
> CCC(=O)N1CCN(c2ccccc2NC(=O)Cc2ccccc2)CC1
 : -0.6%, /
> O=C1C=C(OCc2ccccc2)CN1
 : 3.3%, /
> CC(=O)Nc1ccc(NC(=O)C(C)N2CCN(S(=O)(=O)c3ccc(C)cc3)CC2)cc1 (stereo not drawn)
 : 0.6%, 0
> CC(Nc1cc(=O)n(C)c(=O)n1C)c1ccccc1 (stereo not drawn)
 : -4.8%, -11
> N#C/C(=C\c1ccc(O)c([N+](=O)[O-])c1)C(=O)NCc1ccccc1
 : 0.2%, -4
> O=C(CCSCc1ccccc1Cl)N1CCN(c2ccccn2)CC1
 : -1.4%, /
> CN(Cc1ccccc1)C(=O)CSc1nc2cc(C(=O)N3CCC(C(N)=O)CC3)ccc2c(=O)n1-c1ccccc1
 : 1.5%, /
> CCOC(=O)c1ccc(NC(=O)c2c(O)[nH]c(=O)[nH]c2=O)cc1
 : /, 5
> CC1(C)CC(=O)C(C(c2ccncc2)C2C(=O)CC(C)(C)CC2=O)C(=O)C1
 : -1.3%, /
> COc1ccc(OC)c2c1sc(=NC(=O)C(C)C)n2C
 : -8.0%, -4
> Cc1ccccc1-c1noc(C23CC4CC(CC(C4)C2)C3)n1
 : -0.2%, /
> COc1ccc(CCn2nnnc2C(CC(C)C)N2CCN(c3ncccn3)CC2)cc1OC (stereo not drawn)
 : /, 56
> O=C(/C=C/c1cccc([N+](=O)[O-])c1)Nc1cc(C(=O)O)cc(C(=O)O)c1
 : 1.1%, 8
> O=C(O)COc1ccc(S(=O)(=O)NCCc2ccccc2)cc1
 : -1.7%, 11
> O=c1[nH]c2ccc(S(=O)(=O)N3CCCCC3)cc2[nH]c1=O
 : -3.8%, /
> CC(NC(=O)CCN1C(=O)c2ccccc2C1=O)c1ccc2c(c1)CCCC2 (stereo not drawn)
 : -8.3%, 11
> CN1C(=O)C(=Cc2sc(=O)n(-c3ccccc3)c2N(C)C)C(=O)N(C)C1=O
 : -0.1%, -12
> O=C(C1CCC(CNS(=O)(=O)c2cccs2)CC1)N1CCCCC1 (stereo not drawn)
 : 2.8%, -1
> COc1ccc(-c2nc3ccccc3c(=O)n2CCOc2ccc(C)cc2C)cc1
 : 2.9%, -1

At a glance, part of the list above:
The line under a structure holds: M. tuberculosis GlmU, Mtb RmlCD inh
> Cc1ccc(OCC(=O)NNC(=O)c2ccoc2C)c(Br)c1
 : 0.3%, -1
> CCC(=O)N1CCN(c2ccccc2NC(=O)Cc2ccccc2)CC1
 : -0.6%, /
> O=C1C=C(OCc2ccccc2)CN1
 : 3.3%, /
> CC(=O)Nc1ccc(NC(=O)C(C)N2CCN(S(=O)(=O)c3ccc(C)cc3)CC2)cc1 (stereo not drawn)
 : 0.6%, 0
> CC(Nc1cc(=O)n(C)c(=O)n1C)c1ccccc1 (stereo not drawn)
 : -4.8%, -11
> N#C/C(=C\c1ccc(O)c([N+](=O)[O-])c1)C(=O)NCc1ccccc1
 : 0.2%, -4
> O=C(CCSCc1ccccc1Cl)N1CCN(c2ccccn2)CC1
 : -1.4%, /
> CN(Cc1ccccc1)C(=O)CSc1nc2cc(C(=O)N3CCC(C(N)=O)CC3)ccc2c(=O)n1-c1ccccc1
 : 1.5%, /
> CCOC(=O)c1ccc(NC(=O)c2c(O)[nH]c(=O)[nH]c2=O)cc1
 : /, 5
> CC1(C)CC(=O)C(C(c2ccncc2)C2C(=O)CC(C)(C)CC2=O)C(=O)C1
 : -1.3%, /
> COc1ccc(OC)c2c1sc(=NC(=O)C(C)C)n2C
 : -8.0%, -4
> Cc1ccccc1-c1noc(C23CC4CC(CC(C4)C2)C3)n1
 : -0.2%, /
> COc1ccc(CCn2nnnc2C(CC(C)C)N2CCN(c3ncccn3)CC2)cc1OC (stereo not drawn)
 : /, 56
> O=C(/C=C/c1cccc([N+](=O)[O-])c1)Nc1cc(C(=O)O)cc(C(=O)O)c1
 : 1.1%, 8
> O=C(O)COc1ccc(S(=O)(=O)NCCc2ccccc2)cc1
 : -1.7%, 11
> O=c1[nH]c2ccc(S(=O)(=O)N3CCCCC3)cc2[nH]c1=O
 : -3.8%, /
> CC(NC(=O)CCN1C(=O)c2ccccc2C1=O)c1ccc2c(c1)CCCC2 (stereo not drawn)
 : -8.3%, 11
> CN1C(=O)C(=Cc2sc(=O)n(-c3ccccc3)c2N(C)C)C(=O)N(C)C1=O
 : -0.1%, -12
> O=C(C1CCC(CNS(=O)(=O)c2cccs2)CC1)N1CCCCC1 (stereo not drawn)
 : 2.8%, -1
> COc1ccc(-c2nc3ccccc3c(=O)n2CCOc2ccc(C)cc2C)cc1
 : 2.9%, -1

(list continues)
The line under a structure holds: M. tuberculosis GlmU, Mtb RmlCD inh
> CCNC(=O)C(CCSC)NS(=O)(=O)c1ccc(C)cc1 (stereo not drawn)
 : 2.5%, 6
> CC(CCc1ccccc1)NC(=O)CCNC(=O)Cn1ccc2ccccc2c1=O (stereo not drawn)
 : 2.3%, 11
> CNC(=O)c1ccc(N(Cc2ccccc2C)S(C)(=O)=O)cc1
 : 0.2%, 9
> O=c1c(Cl)c(N2CCN(c3ccc(F)cc3)CC2)cnn1C12CC3CC(CC(C3)C1)C2
 : -1.2%, -1
> CCOC(=O)C(NC(=O)CC)(Nc1ccc(S(N)(=O)=O)cc1)C(F)(F)F (stereo not drawn)
 : 7.4%, /
> N#Cc1ccc(NC(=O)CN2CCCC2)cc1Cl
 : -5.8%, 3
> O=C(/C=C/c1ccccc1)NCCOc1ccccc1
 : 6.6%, 4
> C/C(=N\NS(=O)(=O)c1ccc(Cl)cc1)c1ccc(NC(=O)c2ccco2)cc1
 : -9.3%, 15
> O=C(CN1C(=O)COc2ccccc21)NCCCN1CCN(Cc2ccccc2)CC1
 : -2.7%, -3
> O=C(NC1CCCC1)c1ccc(COCC(F)(F)F)o1
 : -2.0%, -2
> CCC1(C)OC(c2ccccc2)=C/C(=C/C=C2C(=O)NC(=O)NC2=O)O1 (stereo not drawn)
 : -0.1%, 2
> Cc1ncn(C23CC4CC(CC(O)(C4)C2)C3)n1
 : 0.7%, 1
> O=C(NC(=S)Nc1ccc(N2CCOCC2)cc1)c1ccc2c(c1)OCCO2
 : 6.8%, 2
> CC(C)CCOc1ccc(Cl)cc1CN1CCOCC1
 : -0.8%, -7
> CC12CN3CC(C)(CN(C1)C3c1cc(Br)ccc1O)C2=O (stereo not drawn)
 : 4.0%, 12
> CN(C)P(=NC(=O)COc1ccc(Cl)cc1Cl)(N(C)C)N(C)C
 : 6.6%, 8
> CCC(=O)Nc1cc(C(=O)N2CCC3(CC2)OCCO3)ccc1S(=O)(=O)c1ccc(C)cc1
 : 9.7%, -8
> O=C(Nc1sc2c(c1C(=O)O)CCCC2)c1cccs1
 : 17%, 9
> O=C(NC1CCCC1)c1c[nH]c2ccc(F)cc2c1=O
 : -1.9%, 3
> Cc1ccc(C)c(S(=O)(=O)NCc2ccc(C(=O)NCc3ccco3)cc2)c1
 : 6.6%, /
> NCCc1ccccn1
 : 3.4%, /
> O=C(c1cnc2n(c1=O)CCS2)N1CCCc2ccccc21
 : 2.3%, 4
> Cc1nn(Cc2ccccc2Cl)c(C)c1NC(=O)/C=C/c1cnn(C)c1
 : 0.7%, 6
> C=CCN1C(=NC(=O)CCC)SC2CS(=O)(=O)CC21 (stereo not drawn)
 : -6.0%, /
> Cc1ccc(S(=O)(=O)C2(C(=O)Nc3ccc(C(C)C)cc3)CC2)cc1
 : -2.3%, -2
> CC1CC(C)(C)NC(=S)N1CCCC(=O)N1CCN(c2ccc(F)cc2)CC1 (stereo not drawn)
 : 1.6%, 8
> CCOC(=O)c1cnc2cc(C)ccn2c1=O
 : 1.7%, /
> Cc1cccc(N(C)C(=O)c2coc(=O)c3ccccc23)c1
 : 4.9%, 13
> CC(C)OCCCNS(=O)(=O)c1ccc2c(c1)OCCO2
 : -0.6%, 11
> Cc1ccc(C(C[N+](=O)[O-])c2c(C)cc3ccccn23)cc1 (stereo not drawn)
 : 3.1%, 2
> COC(=O)C1=C(C)N=C2SC(C#N)=C(N)N2C1c1cccc(OC)c1 (stereo not drawn)
 : -0.4%, /
> CCn1ncc(C2=NOC(C(=O)NCc3ccc(Cl)cc3)C2)c1C (stereo not drawn)
 : /, -7
> Cc1csc(NC(=O)CSc2nnc(-c3ccoc3C)n2C(C)c2ccccc2)n1 (stereo not drawn)
 : 2.6%, 8
> O=C(C1=C[C@H](c2ccc(Br)cc2)C[C@H](OCc2ccc(CO)cc2)O1)N1CCOCC1
 : -5.0%, /
> COc1cc(C(=O)O/N=C(\N)c2ccccn2)cc(OC)c1OC
 : 13%*, -5
> Fc1ccc(-c2ccnc3nc(N4CCOCC4)nn23)cc1
 : -6.4%, 9
> O=[N+]([O-])c1cc(S(=O)(=O)N2CCCCCC2)ccc1F
 : 3.3%, 12
> COC(=O)CCCC(=O)NC(C)c1cnn(-c2ccccc2C)c1C (stereo not drawn)
 : -7.1%, 7
> COC(=O)CSc1nc2c(c(C3CC=CCC3)c1C#N)CCC2 (stereo not drawn)
 : -0.8%, /
> O=c1[nH]oc(O)c1-c1ncc(C(F)(F)F)cc1Cl
 : -1.8%, 9

More records follow:
smiles | M. tuberculosis GlmU | Mtb RmlCD inh
COc1ccc(OC)c(NS(=O)(=O)c2ccc(NC(C)=O)cc2)c1 | -3.4% | /
CCC(=O)Nc1cccc(NC(=S)NC(=O)c2ccccc2Cl)c1 | -1.0% | -5
Cc1c(N2C(=O)/C(=C\c3ccc(N(C)C)cc3)N(C)C2=S)c(=O)n(-c2ccccc2)n1C | 1.1% | /
COc1ccc([N+](=O)[O-])cc1N(CC(=O)NCCSc1ccc(C)cc1)S(C)(=O)=O | 1.5% | /
COc1cc(C2C(C#N)=C(C)NC(C)=C2C#N)cc(OC)c1OC | 3.9% | -11
O=C(COc1ccc(F)cc1)NNC(=O)c1cc2ccccc2oc1=O | -2.4% | 6
O=C(N/N=C/c1cnc(N2CCCCC2)s1)c1ccc(C(F)(F)F)cc1 | -2.4% | -9
COc1ccc(NS(=O)(=O)c2cc(NC(=O)c3ccc(F)cc3)ccc2OC)cc1 | -0.7% | 1
Cc1cccc(NC(=O)c2cc(Cl)ccc2[N+](=O)[O-])c1 | -2.4% | -10
C=CCn1c(SCc2ccc3nonc3c2)nnc1-c1cccs1 | 0.4% | 8
c1ccc2sc(N3CCNCC3)nc2c1 | -4.2% | 8
COCCNC(=O)c1onc(CSc2ccccc2)c1C(=O)O | 2.4% | /
Cc1ccccc1N(CC(=O)Nc1ccc(F)cc1)S(C)(=O)=O | -7.2% | /
CCOc1cccc(OCCOCCNC(C)(C)C)c1 | -0.3% | /
COc1ccc(C(=O)NNC(=O)CSc2nc3c([nH]2)c(=O)n(C)c(=O)n3C)cc1 | 1.3% | -7
CCOC(=O)NCC(C#CCN(CC)CC)N(CC)CC (stereo not drawn) | -4.6% | -7
CCCCOC(=O)C1=C(C)NC(=O)NC1c1ccc([N+](=O)[O-])s1 (stereo not drawn) | 1.0% | 4
Cc1ncoc1C(=O)N1CCCC(C(=O)c2ccc(C(F)(F)F)cc2)C1 (stereo not drawn) | 7.2% | /
Cn1c(=O)c(C(=O)CN2CCc3ccccc32)c(N)n(Cc2ccccc2)c1=O | -4.4% | -14
COc1cccc(CN2CCN(Cc3cccn3-c3cccnc3)CC2CCO)c1 (stereo not drawn) | 3.0% | 5
COc1cccc(CNC(=O)Cc2c(C(=O)O)[nH]c3ccccc23)c1 | 4.2% | /
CC(=O)Nc1cc(NC(=O)C2C3C=CC(C3)C2C(=O)O)ccc1Cl (stereo not drawn) | -3.0% | -10
COc1cc2cc(CN(CCCN3CCOCC3)Cc3nnnn3Cc3ccccc3)c(=O)[nH]c2cc1OC | 1.2% | -3
N/C(=N\OC(=O)c1cccs1)c1cccc([N+](=O)[O-])c1 | 3.4% | 4
CCN1CCN(C(=O)C2(NC(=O)Nc3cccc(F)c3)CCCCC2)CC1 | -0.7% | /
CC(=O)OCC1OC(Nc2cccc(C)c2)C(OC(C)=O)C(OC(C)=O)C1OC(C)=O (stereo not drawn) | 2.7% | /
Clc1ccc2c(c1)C(c1ccccc1Cl)=NCc1nnc(Br)n1-2 | 2.0% | /
CC1CCCN(CCCNC(=O)C2CC(=O)N(c3ccc(F)c(Cl)c3)C2)C1 (stereo not drawn) | 2.0% | -5
Cc1cc(C)n(-c2nc(C)nc(NCc3ccccc3)n2)n1 | -4.1% | /
CC(C)c1nc2oc3c(NCc4cccnc4)ncnc3c2c2c1CCC2 | 1.6% | 0
C/C(=N/NC(=O)c1ccc(O)cc1)c1cccc([N+](=O)[O-])c1 | 4.5% | /
Cc1onc(-c2ccccc2Cl)c1C(=O)Nc1cccc2nsnc12 | 0.6% | -5
COc1ccc(N2CCn3c2nc2c3c(=O)n(CCCc3ccccc3)c(=O)n2C)c(OC)c1 | 4.0% | /
O=C1c2cccnc2C(Nc2ccc(Cl)cc2)N1Cc1cccs1 (stereo not drawn) | 4.5% | 5
O=C(Cn1c(-c2ccccc2)noc1=O)NCc1ccccc1 | 1.2% | 1
O=C(CCl)NNC(=O)c1c(O)c2ccccc2[nH]c1=O | 2.3% | 55
C=CCNC(=O)COc1cc(C)cc(C)c1C | -0.9% | 9

Compound activity as filed in PubChem.
